Compound activity: PubChem BioAssay, several laboratories
WT yeast gro inh – growth inhibition of WT yeast, mitochondrial fusion screen; 190,000 compounds, 2.1% hits; AID 1362; inhibition, % at 10 µM; mitochondrial fusion phenotypic screen, WT strain; in the data active = inhibition above about 58%; tested in S. cerevisiae
Yfh1-off respiration – enhancers of respiration in Yfh1-depleted yeast, dose response, Friedreich's ataxia, plus single-dose screen (AID 1465); S. cerevisiae Yfh1-off respiration, WST-1 reduction, 72 h; higher fold induction means a stronger effect; fold induction at 50 µM, or EC50 in µM where a hit was titrated; 220,000 compounds, 0.074% hits;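 active = fold induction of absorbance versus untreated yeast above a set limit, then at least 30% activation at any dose in follow-up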;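 note: activators that raise dye reduction in frataxin-depleted yeast; strong numbers were not always called active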
Dynein transport – blocks dynein driven cargo transport along microtubules; z-score, hits read low; 220,000 compounds, 0.47% hits; 3617.4 mouse cells, GR-EGFP nuclear translocation imaging; test concentration mostly 20 µM; stimulated with dexamethasone, 1 µM; active compounds read low;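 active = plate z-score of nuclear minus cytoplasmic receptor signal below a set negative limit, without overly bright fluorescence or cell loss, cut at about -3.5 in these data, passing the limit was not always enough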;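 note: z-score of nuclear minus cytoplasmic ring GR-EGFP intensity difference per well; some compounds called inactive have numbers as strong as hits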
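Also added – dexamethasone, 1.0 µM final · Buffer or medium – tet-free, stripped-serum medium · Schedule – induction 48 h, compound 1 h, agonist 30 min · Detection – formaldehyde fixation, Hoechst nuclear stain, 10x automated fluorescence imaging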
HIV fusion peptide – inhibitors of HIV fusion peptide binding, primary screen, biochemical, uHTS, fluorescence dequenching (AID 1986); cell-free peptide binding, fluorescence dequenching, 30 min; higher % means a stronger effect; one-dose inhibition, % at 20 µM; IC50 in µM for titrated hits; 290,000 compounds, 0.3% hits; in the data active = inhibition mostly above about 52%, no sharp cut-off; inactive = mostly below about 76%; note: some results filed as inactive read as strong as hits
b-catenin transl – alters nuclear translocation of beta-catenin in HeLa cells | immunofluorescence imaging | nuclear translocation activity, % at 5 µM | 190,000 compounds, 0.3% hits;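 active = nuclear translocation activity above 50% at 5 µM, with a well cell count of 50 or more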;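 note: per-cell ratio of nuclear to cytoplasmic median beta-catenin stain intensity; plate controls were DMSO negative control for no effect and GSK-3 inhibitor IX positive control for full effect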
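Read-out: Nuclear/cytoplasmic beta-catenin signal ratio, % activation | Assay system: Human HeLa cell line | Times: 24 h compound exposure at 37°C, 5% CO2 | Signal: Fluorescence imaging of beta-catenin antibody stain plus DAPI | Dosing: 5 µM primary, 0.02–20 µM confirmation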
AID2073 – disruptors of CaV2.2 binding to Mint1 – biochemical, HTRF (AID 2073). HTRF protein-protein interaction, Mint1-CaV2.2; higher % means a stronger effect. inhibition, % at 20 µM; hits with a dose series show IC50 in µM. 290,000 compounds, 0.19% hits; in the data active = inhibition mostly above about 51%, no sharp cut-off; note: some results filed as inactive read as strong as hits
Ins promoter up – MIN6 insulin promoter up-regulation | 190,000 compounds, 0.3% hits | MIN6 insulin promoter-GFP reporter, high-content imaging; active compounds read high | AID 1625 | z-score at 5 µM;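 active = z-score above 3 at 5 µM with at least 500 cells counted in the well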
Autophagy mod – alters autophagy in cells. 190,000 compounds, 0.98% hits. calls only at 10 µM (by protocol). MEF GFP-LC3 puncta imaging; test concentration mostly 10 µM. AID 463193;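 active = percentage of spot-positive cells more than 3 SD above its plate mean, without a fluorescence outlier flag or 80% toxicity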;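 note: spot-positive cell cutoff set from DMSO-treated cells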
MT stabilizer – microtubule stabilization, imaging screen | AID 2205 | HeLa tubulin immunostaining HCS, 24 h; share of cells brighter than vehicle mean+2SD | 200,000 compounds, 0.83% hits | % tubulin-high responders, % at 10 µM;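 active = plate Z-score above 3 for both tubulin-high and condensed-nucleus cell shares, with cell loss under 80%, at 10 µM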;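 note: anti alpha tubulin signal scored within the nucleus-defined area of each cell; some results filed as inactive read as strong as hits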
WT yeast gro inh mutant strain – further read-out of WT yeast gro inh, marked with its call; inhibition, %; mitochondrial fusion phenotypic screen, mutant strain inhibition
Dynein transport cytoplasmic EGFP – further read-out of Dynein transport, marked with its call; z-score; measured here: cytoplasmic GR-EGFP intensity; active compounds read high
Dynein transport nuclear GR-EGFP – also measured in Dynein transport; calls as there; z-score; measured here: nuclear GR-EGFP intensity;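 lower value marks the stronger effect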
Dynein transport cell count – further read-out of Dynein transport, marked with its call; z-score; measured here: cell count per field
Ins promoter up cell count – second read-out of Ins promoter up, no call of its own (marks repeat the call); cell count; measured here: cytotoxicity, nuclei count;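 total cells summed across four imaged fields per well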
b-catenin transl cell count 5 µM – further read-out of b-catenin transl, marked with its call; cell count; measured here: cell count, cytotoxicity flag
MT stabilizer Hoechst-high % – second read-out of MT stabilizer, no call of its own (marks repeat the call); % Hoechst-high responders; measured here: nuclear condensation Hoechst responders;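 share of cells brighter than vehicle mean plus two SD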
MT stabilizer cytotoxicity % – second read-out of MT stabilizer, no call of its own (marks repeat the call); toxicity, %; measured here: cytotoxicity by cell density;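 0% = mean cell density of plate MIN control wells and 100% = no cells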
Autophagy mod cell loss 18 h – second read-out of Autophagy mod, no call of its own (marks repeat the call); toxicity, %; measured here: cell loss, nuclei count;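 cell loss after 18 h compound exposure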
Active calls of the source: *; i = inactive; nt = no result given. An unsorted share of the library (roughly 4.2% active in at least one column).

SMILES,WT yeast gro inh,WT yeast gro inh mutant strain,Yfh1-off respiration,Dynein transport,Dynein transport cytoplasmic EGFP,Dynein transport nuclear GR-EGFP,Dynein transport cell count,HIV fusion peptide,b-catenin transl,b-catenin transl cell count 5 µM,AID2073,Ins promoter up,Ins promoter up cell count,Autophagy mod,Autophagy mod cell loss 18 h,MT stabilizer,MT stabilizer Hoechst-high %,MT stabilizer cytotoxicity %
CCOC(=O)CSc1nnc(CNC(=O)c2cc(OC)c(OC)c(OC)c2)n1C,-9.7,-7.9,i,2.47,-0.0702,1.3,-1.89,1.1%,2.9,1458,3.8%,1.04,1414,i,-16.3,2.6,1.6,4.9
COc1ccc(OC2C(=O)N(Cc3ccc(F)cc3)C2c2cc(OC)c(OC)c(OC)c2)cc1 (stereo not drawn),-2.0,4.9,i,-0.777,-0.101,-0.422,0.474,-2.0%,-1.6,1020,6.6%,1.3,1513,i,13.4,3.2,2.6,8.3
COC(=O)c1c(C)oc(C)c1S(=O)(=O)N(C)C1CCCCC1,nt,nt,i,-0.563,-0.244,-0.328,-0.0326,-0.7%,-1.8,1264,3.8%,nt,nt,nt,nt,nt,nt,nt
CC1CC(C)(C)NC(=S)N1CCC(=O)NCCc1ccc(Cl)cc1 (stereo not drawn),17.6,14.8,i,-0.222,-0.269,0.227,0.189,-0.2%,4.1,909,-3.4%,-0.14,1070,i,5.6,4.4,2.0,7.0
COc1ccc(CN(CCC(c2ccc(F)cc2)C2CCOC(C)(C)C2)C(=O)c2ccco2)cc1 (stereo not drawn),55.4,-3.5,i,-0.281,-0.212,-0.209,0.692,-0.8%,0.0,344,-7.6%,-0.62,1326,i,6.0,3.8,1.6,1.6
Nc1nc(Sc2ccc(C(F)(F)F)cn2)n[nH]1,1.0,-7.5,i,2.53,-0.234,0.957,-1.42,-0.6%,-5.4,604,-8.7%,-0.06,1345,i,-12.5,4.9,1.4,3.5
CCOc1ccccc1CNCc1ccc(C(=O)O)cc1,5.7,5.2,i,1.38,-0.183,0.964,-0.656,-0.6%,0.1,940,-7.9%,0.41,1747,i,-10.5,2.7,1.1,7.6
C=CCN1C(=O)c2ccccc2Sc2ccc(C(=O)N3CCN(C)CC3)cc21,2.1,3.5,nt,0.065,-0.194,-0.157,0.527,-1.5%,10.0,1242,5.1%,-2.15,1094,i,-6.8,1.7,1.0,6.4
COc1cc(C(=O)Nc2c(-c3ccccn3)c(=O)c3ccccc3n2C)cc(OC)c1OC,nt,nt,nt,nt,nt,nt,nt,2.1%,-4.9,977,11.3%,0.85,1145,nt,nt,nt,nt,nt
CCCN(CCO)Cc1ccc(Cl)c(Cl)c1,1.4,20.4,i,-0.233,-0.187,-0.771,1.1,0.8%,1.9,999,5.0%,0.46,1413,i,-5.2,1.7,1.4,4.5
CCOc1ccc(NC(=O)N2CCN(S(C)(=O)=O)CC2)cc1,-3.9,-7.0,i,-0.552,-0.37,-0.315,0.893,-0.3%,1.0,898,-20.8%,0.18,1427,i,-12.7,1.5,1.8,8.3
O=C1C(=O)N(CCCn2ccnc2)C(c2cccnc2)/C1=C(/O)c1ccc(Br)cc1 (stereo not drawn),7.6,0.9,nt,-0.107,-0.16,0.205,-0.542,nt,nt,nt,nt,nt,nt,i,-6.8,1.5,1.8,4.0
CC1(C)CC(=O)c2c(O)cc(OCc3ccc([N+](=O)[O-])cc3)cc2O1,82.8*,2.0*,nt,-0.285,-0.189,-0.256,-0.0648,-2.8%,-0.1,1359,-1.9%,-1.65,1092,i,0.8,1.4,0.9,2.5
Cc1noc(C)c1COC(=O)c1cnc(Cl)c(Cl)c1,-27.7,-31.0,i,-0.0968,-0.044,0.0772,-0.991,-1.2%,-2.4,1147,0.8%,2.13,1156,i,5.7,2.5,2.5,4.3
O=C(N1CCOCC1)N1CCN(S(=O)(=O)N2CCOCC2)CC1,-9.1,-5.3,i,0.365,-0.25,0.421,0.187,-1.6%,0.2,1027,0.0%,0.06,1258,i,-1.1,2.6,0.5,38.8
CCN1CCc2nc(N)sc2C1,-16.1,12.0,i,-0.102,-0.266,0.397,0.772,-0.9%,0.7,1189,0.3%,-0.16,784,i,-7.6,3.1,3.3,8.2
O=c1cc(CSc2ccc(Cl)cc2)nc(-c2ccccc2)[nH]1,0.9,14.7,i,-0.0891,-0.221,-0.359,0.302,1.4%,-0.6,1043,2.4%,-0.54,1237,i,9.1,2.3,2.0,12.3
O=S(=O)(Nc1ccc(S(=O)(=O)N2CCCCCC2)cc1)c1cccs1,8.1,-16.5,i,0.73,-0.187,0.454,-0.433,-0.8%,nt,nt,1.3%,nt,nt,i,4.5,3.5,2.0,1.9
C=CCn1c(=N)n(CC(=O)c2cccc([N+](=O)[O-])c2)c2ccccc21,15.7,-9.3,i,-0.244,-0.391,-0.676,1.25,-0.2%,1.0,1495,15.0%,-0.47,1297,i,12.3,2.3,1.6,4.3
COc1ccc2c(C(=O)CN3CC(C)OC(C)C3)c[nH]c2c1 (stereo not drawn),-3.6,4.8,i,-0.434,-0.159,-0.244,0.659,4.1%,2.3,1205,22.5%,0.48,1146,i,0.0,3.9,2.0,2.0
CCOC(=O)Cc1ncccc1C(=O)Nc1ccc(OC(F)(F)F)cc1,-5.8,-13.5,i,0.316,-0.264,-0.186,0.523,0.4%,-1.0,1081,11.2%,-0.27,1325,i,4.4,6.4,5.7,6.5
CC(C)CN(C(=O)CN1CCN(c2ccccc2O)CC1)c1c(N)n(CC(C)C)c(=O)[nH]c1=O,-7.3,-13.9,i,-1.11,-0.0757,-0.721,2.62,3.3%,0.2,994,5.2%,0.15,1366,i,7.9,2.6,4.5,9.1
Cc1ccccc1NC(=O)Nc1ccccc1Br,10.8,5.2,i,0.279,0.112,-0.149,-1.26,-2.4%,-2.9,1358,-7.0%,-0.03,1405,i,7.7,4.3,2.5,3.3
COCCNC(=O)c1cc(-c2cccnc2)nc2ccc(Br)cc12,-7.8,-16.2,i,-0.304,-0.194,-0.157,0.245,2.1%,nt,nt,9.5%,-0.07,843,i,5.3,4.1,2.8,0.5
COC(=O)c1ccccc1N1CCS(=O)(=O)CC1,8.9,10.8,i,-0.0908,-0.296,0.151,0.654,0.3%,1.3,1450,7.2%,nt,nt,i,9.1,3.0,1.4,12.8
CCCCCCN1C2=NCCCN2c2ccccc21,nt,nt,i,-0.402,-0.266,-0.219,0.0213,-1.1%,1.2,1293,3.2%,0.02,1281,nt,nt,nt,nt,nt
CCCNC(=S)NCCN1CCCCC1,-9.1,-3.1,i,-0.656,-0.213,-0.00853,0.102,3.8%,-0.4,545,-5.6%,nt,nt,i,-7.5,3.3,1.2,5.7
CCC(Sc1nc2ccccc2s1)C(=O)Nc1nnc(C)s1 (stereo not drawn),-2.6,21.9,i,1.12,-0.254,1.08,-1.51,-1.3%,0.6,1318,-0.4%,1.13,1509,i,8.6,4.4,1.7,4.5
Cc1ccc(NC(=O)NC2C(NC(=O)Nc3ccc(C)cc3)N(C)C(=O)N2C)cc1 (stereo not drawn),-3.0,-1.0,i,-0.467,-0.215,-0.341,0.541,1.5%,0.9,1005,-6.9%,-0.01,928,i,-0.7,2.6,1.6,7.9
CCN(Cc1ccncc1)Cc1cn[nH]c1-c1ccc(OC)cc1F,-7.1,18.2,i,-0.929,-0.255,-0.589,1.11,-1.2%,0.3,1025,-8.7%,-0.47,1480,i,-3.6,2.6,1.6,5.4
Cc1cccc(C)c1NC(=O)CSc1ccc([N+](=O)[O-])cn1,3.1,-6.3,i,0.162,0.0604,0.161,0.512,0.6%,-0.1,519,4.8%,0.02,1415,i,8.1,2.2,2.4,2.9
Oc1ccccc1N=Cc1sc2ccccc2c1Cl,55.8,30.2,i,0.171,-0.215,-0.087,-0.415,22.9%,2.9,679,43.0%,nt,nt,i,24.4,3.6,2.5,6.6
Nc1nccc(-c2ccc(-n3cccc3)cc2)n1,-1.7,10.5,i,1.16,-0.229,1.58,-1.73,-0.5%,4.0,979,15.0%,-0.99,1187,i,9.2,2.6,1.2,1.9
COC(=O)N/N=C1/C/C(=N\NC(=O)OC)c2ccccc21,2.8,20.1,i,-0.1,-0.322,0.468,0.644,-1.4%,-3.8,1078,-2.4%,0.27,1519,i,0.8,5.7,1.8,6.0
COc1ccccc1NC(=O)N1CCCC1C(=O)Nc1ccc2c(c1)OCO2 (stereo not drawn),-9.4,-2.1,i,-0.346,-0.27,-0.551,-0.127,1.8%,2.5,481,-4.2%,nt,nt,i,2.1,2.7,1.3,4.5
CCOC(=O)c1c(NC(C)=O)sc2c(OC)c(Br)ccc12,nt,nt,i,-0.492,-0.0538,0.142,0.0838,1.1%,-1.1,1214,-6.3%,0.01,972,i,-5.8,2.1,1.4,5.2
CCOC(=O)c1c(N2C(=O)C=CC2=O)sc(C)c1C,-10.3,-1.4,i,-3.58,1.41,-1.76,-5.19,2.6%,0.2,996,65.5%*,0.78,1662,i,-34.5,3.0,1.7,7.3
CCn1c(C)nc2cc(C(=O)NNS(=O)(=O)c3ccccc3F)ccc21,-12.5,-5.2,nt,-0.78,-0.353,-0.2,0.807,6.7%,-2.6,1407,3.2%,0.64,1613,i,0.8,2.5,2.1,1.2
